# Mm-Cpn inhibitor – Inhibitors of TCP-1 ring complex (TRiC) of Methanococcus maripaludis (MmCpn): qHTS. Potency, µM (top dose mostly 76.9 µM), without a hit: at the top dose activity, negative = inhibition, usual class: inhibitors. Chaperonin Mm-Cpn (Methanococcus maripaludis). hit rate 0.031% among 330,000. purified Mm-Cpn ATPase, ADP Transcreener TR-FRET. AID 504842, 2011; active means well fitted inhibition curve with a large enough effect; inconclusive means small, poorly fitted or top-dose-only effect; further: nearly all actives have a fitted effect of over 80% in size
#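 Measured: ADP formation by purified Mm-CPN. Conditions: 25 nM protein, 10 uM ATP, Tris pH 7.4 with Mg2+, K+ and DTT, 37°C for 30 min. Detection: Transcreener HTRF after 30 min at room temperature.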
# * = called active by the depositor; ? = inconclusive; [ ] = remark or other dose. On the % scale 0 is the no-effect control and ±100 the full control effect; potency means the concentration at half of the fitted maximal effect.
# Preview, 5 compounds:
Mm-Cpn inhibitor	mol
-0.6%	CC(NC(=O)c1cc(=O)[nH]c2ccc(Br)cc12)c1ccccc1 (stereo unspecified)
-2.5%	Cc1ccc(S(=O)(=O)Nc2c(Cl)c(Cl)c(O)c3ccccc23)cc1
-2.1%	Cc1ccc2c(c1)-n1c(nc3cc(F)ccc3c1=O)C(Cc1ccc(O)cc1)NC2=O (stereo unspecified)
-0.8%	O=C(Sc1cccc2cccnc12)c1ccccc1Br
?	CC(C)=NOCc1ccc(-c2cn([C@@H]3COC[C@H]3O)nn2)cc1

# The listing (from the top)
Mm-Cpn inhibitor	mol
-0.6%	CC(NC(=O)c1cc(=O)[nH]c2ccc(Br)cc12)c1ccccc1 (stereo unspecified)
-2.5%	Cc1ccc(S(=O)(=O)Nc2c(Cl)c(Cl)c(O)c3ccccc23)cc1
-2.1%	Cc1ccc2c(c1)-n1c(nc3cc(F)ccc3c1=O)C(Cc1ccc(O)cc1)NC2=O (stereo unspecified)
-0.8%	O=C(Sc1cccc2cccnc12)c1ccccc1Br
?	CC(C)=NOCc1ccc(-c2cn([C@@H]3COC[C@H]3O)nn2)cc1
0.7%	CC(C)(C)C1=CC=C(C(C)(C)C)C(=O)C1=O
0.2%	Clc1ccc(NCc2ccsc2)cc1
0.3%	COc1cccc(C(=O)Nc2ccc3nc(N4CCN(c5ncccn5)CC4)cc(C)c3c2)c1OC
2.7%	COc1ccc2oc(=O)c(C(=O)OCC(=O)c3ccc([N+](=O)[O-])cc3)cc2c1
0.8%	O=C(CSC1=NC(=O)C(Cc2ccccc2)C(=O)N1)Nc1ncccn1 (stereo unspecified)
-0.8%	N#CC(C(=O)NC1CCCCC1)c1nc2ccccc2nc1N1CCN(c2ccc(F)cc2)CC1 (stereo unspecified)
-5.2%	CC(C)c1ccccc1NS(C)(=O)=O
-0.2%	CCOC(=O)c1[nH]c2ccc(F)cc2c1NC(=O)CN1CCc2cc(OC)c(OC)cc2C1
-0.7%	CCOC(=O)c1cc2c(=O)n3ccccc3nc2n(Cc2ccccc2Cl)c1=N
-2.1%	Nc1nc(CSc2nc3ccccc3s2)nc(Nc2ccccc2)n1

# 4 of the entries above in order of the Mm-Cpn inhibitor value, ascending:
Mm-Cpn inhibitor	mol
-2.1%	Cc1ccc2c(c1)-n1c(nc3cc(F)ccc3c1=O)C(Cc1ccc(O)cc1)NC2=O (stereo unspecified)
-0.8%	O=C(Sc1cccc2cccnc12)c1ccccc1Br
-0.6%	CC(NC(=O)c1cc(=O)[nH]c2ccc(Br)cc12)c1ccccc1 (stereo unspecified)
-0.2%	CCOC(=O)c1[nH]c2ccc(F)cc2c1NC(=O)CN1CCc2cc(OC)c(OC)cc2C1

# Next part
Mm-Cpn inhibitor	mol
-0.2%	O=c1c2c(nc3nc(NCc4ccccc4Cl)[nH]n13)CCC2
-7.1%	O=C1C2C3C=CC(C3)C2C(=O)N1CNc1ccc(O)cc1 (stereo unspecified)
2.2%	Cc1cc(C)cc(N(C(=O)CCC(=O)Nc2ccccn2)C(C(=O)NC(C)C)c2ccc(O)cc2)c1 (stereo unspecified)
-6.7%	COC(=O)c1ccccc1NC(=O)C/C(C)=N/NC(=O)Cc1ccc(Cl)cc1
-0.3%	Cc1ccc2c(=O)n3c(nc2c1)C(Cc1ccc(O)cc1)NC(=O)c1ccc(Cl)cc1-3 (stereo unspecified)
-0.2%	N/C(Cc1cccc2ccccc12)=N\OC(=O)c1ccc(Br)o1
0.3%	O=C(O)CCN=C1CCc2ccccc2N1
-0.6%	CC1(C)N=C(N)N=C(N)N1c1ccc(C(=O)O)cc1
-23.9%	CCOCC(=O)Nc1ccc(C(=O)Nc2ccccc2Cl)cc1
2.1%	CN(C)CCN1C(=O)c2oc3ccccc3c(=O)c2C1c1ccccc1 (stereo unspecified)
-15.5%	N#CC1=C(N)N2C(=C(C#N)C1c1ccccc1)Sc1ccccc12 (stereo unspecified)
0.1%	COc1ccc(O[C@H]2C=C[C@@H](c3ccccc3)O[C@@H]2CO/N=C(\C)CCC(=O)OC[C@H]2O[C@H](c3ccccc3)C=C[C@@H]2Oc2ccc(OC)cc2)cc1
-4.0%	NC(=O)C1CCN(c2nc(-c3cccc4sc5ccccc5c34)cs2)CC1
-0.1%	CCOC(=O)c1sc2ncn(/N=C/c3ccccn3)c(=O)c2c1C
-2.6%	CCCCC(=O)N(Cc1ccc(-c2ccccc2-c2nn[nH]n2)cc1)[C@H](C(=O)O)C(C)C

# 3 entries from above, arranged by count of non-hydrogen atoms, falling.
Mm-Cpn inhibitor	mol
0.3%	COc1cccc(C(=O)Nc2ccc3nc(N4CCN(c5ncccn5)CC4)cc(C)c3c2)c1OC
-0.3%	Cc1ccc2c(=O)n3c(nc2c1)C(Cc1ccc(O)cc1)NC(=O)c1ccc(Cl)cc1-3 (stereo unspecified)
-23.9%	CCOCC(=O)Nc1ccc(C(=O)Nc2ccccc2Cl)cc1

# Next part.
Mm-Cpn inhibitor	mol
-3.0%	COc1ccc2cc(/C(C)=N/NC(=S)Nc3cc(S(=O)(=O)N4CCOCC4)ccc3N3CCOCC3)ccc2c1
0.7%	O=C(NC1CCCCC1)NC1CC2CCC(C1)N2C(=O)NC1CCCCC1 (stereo unspecified)
1.2%	Clc1cccc(-c2nn3c(-c4ccncc4)nnc3s2)c1
1.7%	CCCCCCCCCCC(=O)NNC(=O)c1c(O)c2ccccc2n(CC)c1=O
1.7%	O=C(O)C1CCCN1S(=O)(=O)c1cccs1 (stereo unspecified)
-1.1%	O=C1Nc2ccccc2N2CCCC12 (stereo unspecified)
1.5%	Cc1ccc(C)c(NC(=O)/C(C#N)=C/c2ccc(Sc3nncn3C)c([N+](=O)[O-])c2)c1
3.7%	CC1=NN(c2ccccc2)C(=O)C1N=Nc1ccc(C)cc1 (stereo unspecified)
-3.0%	O=c1ccc2cc3c([nH]c4ccc(Br)cc43)oc-2c1O
-14.0%	Cc1ccc(NC(=O)c2ccc3ncsc3c2)cc1S(=O)(=O)N(C)C
1.1%	NC(=O)N=Nc1c(O)[nH]c2c(Br)cc(Br)cc12
1.3%	Cn1cc(NC(=O)c2cc(NC(=O)c3cc(NC=O)cn3C)cn2C)cc1C(=O)NCCC(=N)N
-18.2%	O=C(c1ccccc1)[C@H]1[C@H](c2ccccc2)[C@@]2(N=C(c3ccccc3)OC2=O)C2c3ccccc3C=NN21 (stereo partly specified)
-0.6%	O=c1oc2ccccc2cc1-c1csc(Nc2nc3ccc(F)cc3s2)n1
1.5%	CC1(C)Oc2ccc3ccc(=O)oc3c2/C(=C/NCCN/C=C2\C(=O)C(C)(C)Oc3ccc4ccc(=O)oc4c32)C1=O
1.9%	CCN1CCN(Cc2ccc3c(c2)Cc2ccccc2-3)CC1
-2.2%	CC1(C(=O)NC(=S)N(CCC#N)Cc2cccnc2)CC1(Cl)Cl (stereo unspecified)
0.0%	O=c1c(-c2ccccc2)c1-c1ccccc1
-3.3%	CCOC(=O)c1c(/C=N/Nc2ccccc2)c2sc(C)cc2n1C
1.6%	CCCCc1c(C)c(C#N)c2nc3ccccc3n2c1Cl
-3.0%	Cc1nc(NC2=NCN(Cc3ccco3)CN2)nc2ccccc12
-2.7%	CCn1c(=O)c(C(=O)Nc2cnccn2)c(O)c2ccccc21
-11.5%	COc1ccc(Nc2cc(C(=O)NCc3cccnc3)c3ccccc3n2)c(OC)c1
-11.4%	CCOC(=O)C1=C(C)NC(SCC(=O)Nc2nc(C)cs2)=C(C#N)C1c1cccs1 (stereo unspecified)
0.7%	Cc1ccc(C(=O)Oc2oc(-c3ccco3)nc2C=Nc2ccccc2)cc1
-2.7%	COc1cccc(Cn2c(C3CC3)nc3ccc(NC(=O)c4ccco4)cc3c2=O)c1
1.1%	CN(C)S(=O)(=O)c1cccc(NC(=O)c2cnccn2)c1
0.6%	O=C(Nc1nccs1)c1c(O)c2cccc3c2n(c1=O)CCC3
-3.9%	O=C(Cc1csc(-c2ccccc2)n1)NCc1ccccc1F
-22.3%	COC(=O)c1c(-c2ccc(C)cc2)csc1NC(=O)c1c(-c2ccccc2)noc1C
-0.1%	O=C(Cn1nnc2ccccc21)OCC(=O)c1ccc(Cl)cc1
2.2%	COc1nc(NC(C)=O)nc(C)c1Br
-3.2%	O=C(O[C@@H]1Cc2c(O)cc(O)cc2O[C@@H]1c1cc(O)c(O)c(O)c1)c1cc(O)c(O)c(O)c1
-9.4%	O=C(NCCCN1CCCC1)c1ccc(Cn2c(=S)[nH]c3ccc(Br)cc3c2=O)cc1
0.8%	C(=C\c1ccc(/C=C/c2ccccc2)nn1)/c1ccccc1
1.4%	COc1ccc(N2C(C(C)=O)=NN(c3ccccc3)C2c2cccs2)cc1 (stereo unspecified)
-2.3%	C/C(=N\NC(=O)c1ccc2nc[nH]c2c1)c1ccc([N+](=O)[O-])cc1
2.5%	Cc1sc2nc(CSc3nc4ccccc4s3)[nH]c(=O)c2c1C
-4.3%	COc1ccc2nc3sc(C(=O)NCc4cccs4)c(N)c3cc2c1
-4.0%	Cc1ncc(CO)c(/C=N/NC(=O)c2cc(O)c(O)c(O)c2)c1O
-0.3%	Cc1c(Cl)cccc1Nc1ncccc1C(=O)OCC(O)CO (stereo unspecified)
1.2%	CCN1CCN(CCCNC(=O)C(NC(=O)C2CCC(C)CC2)C(C)C)CC1 (stereo unspecified)
0.2%	O=C(Cc1cccs1)Nc1nnc(Cc2ccc(F)cc2)s1
?	CN(C)c1nc(NCc2ccccc2)nc(N/N=C/c2ccccc2F)n1
-8.5%	COC(=O)c1ccc(-c2ccc(C(=O)N3CCCN(C)CC3)cc2)cc1
-0.6%	Cc1ccc2c(COn3nnc4ccc(S(=O)(=O)N(C)C)cc43)cc(=O)oc2c1C
1.6%	O=C(COc1ncnc2scc(-c3ccccc3)c12)NCCN1C(=O)CSC1=O
-0.7%	COc1cccc(/C=N/N2C(=O)C3C4c5ccccc5C(c5ccccc54)C3C2=O)c1OC (stereo unspecified)
-4.5%	N=c1oc2cc(O)ccc2cc1C(=O)Nc1ccccn1
0.3%	CCOC(=O)c1c2ccc(OCC(=O)N/N=C/c3ccc(Cl)cc3)cc2n2ccccc12
0.5%	O=C(OC1CCCCC1)c1ccc2c(c1)C1C=CCC1C(C(=O)O)N2 (stereo unspecified)
-6.8%[15.4 µM]	Cc1cc2c(c(=O)n1-c1ccccc1)C1O[C@](c3ccsc3)(Cc3ccccc31)O2
-4.0%	CC(C)N1CCc2c(sc(NC(=O)c3ccc([N+](=O)[O-])o3)c2C(N)=O)C1
-2.1%	O=C(CNC(=O)c1ccccc1)NCCc1ccc(O)c(O)c1
1.3%	CC(C)(C)c1ccc(O)c(N)c1
-2.8%	CCn1c(=N)c(S(=O)(=O)c2ccc(Cl)cc2)cc2c(=O)n3ccccc3nc21
1.8%	Cn1c(SCC(=O)N=Nc2c(O)[nH]c3ccccc23)nc2ccccc21
1.4%	OCCN1CCN(C(c2cccs2)c2ccc3cccnc3c2O)CC1 (stereo unspecified)
-0.9%	CCOc1ccccc1Nc1nc(-c2sc(NC(=O)c3ccc([N+](=O)[O-])cc3)nc2C)cs1
-0.8%	Cc1ccc(SCC(=O)NC(=O)NCc2ccco2)cc1C

# Next section.
Mm-Cpn inhibitor	mol
-12.6%	CN(Cc1ccco1)c1ncnc2ccc(-c3ccc4c(c3)OCCO4)cc12
1.2%	COc1ccc(OC)c(S(=O)(=O)NC(N)=NCCc2ccccc2OC)c1
1.6%	COC(=O)[C@@H]1CC[C@H](C)[C@@H](c2ccc(C)cc2)N1C(=O)c1ccc(/C=N/OC[C@@H](O)[C@H]2O[C@@H]3OC(C)(C)O[C@@H]3[C@H]2O)cc1
-2.9%	Cc1cc(C)c2[nH]c(=O)c(CN(Cc3ccco3)C(=O)c3cccs3)cc2c1
0.5%	Cc1ccccc1Nc1nnc(SCc2nc3ccccc3c(=O)[nH]2)s1
-0.3%	Cc1cnc(C(=O)Nc2ccc(C(=O)N(C)C3CCCCC3)cc2)cn1
0.0%	Cc1ccc2cc3c(N)c(C(=O)N4CC(=O)Nc5ccccc54)sc3nc2c1
-3.5%	COc1ccc(OCc2cc(C(=O)NC3CCOC(C)(C)C3)no2)c2ccccc12 (stereo unspecified)
-0.5%	CCN1CCc2c(OCC(=O)Nc3cccc(C)c3C)cccc2C1=O
-2.3%	CCOC(=O)N1CCN(c2ncnc3c2cnn3-c2ccc(Cl)cc2)CC1
-0.3%	COc1ccc(-c2cnnc(N/N=C/C(C)=C/c3ccccc3)n2)cc1
-0.9%	O=C(NCCN1C(=O)S/C(=C\c2cccs2)C1=O)c1ccc(=O)[nH]c1
2.3%	O=c1c2ccccc2nc2c3ccccc3c(NCCN3CCOCC3)nn12
-0.7%	Cc1nc(N2CCCCC2)sc1C=O
-12.0%	O=c1oc2c(CN3CCCCCC3)c(O)ccc2cc1-c1nc2ccccc2[nH]1
0.1%	CC1=C(C(=O)Nc2ccc(Cl)cc2)C2(CCCCC2)C(C(N)=O)C(=S)N1 (stereo unspecified)
1.0%	Cc1ccc(NC(=O)N(Cc2cccs2)Cc2cc3cc4c(cc3[nH]c2=O)OCO4)cc1
0.3%	CCN(CC)c1ccc(/C=C(\C#N)C(=O)NCc2ccco2)cc1
-6.7%	C=CCn1c(SCC(=O)OC)nc2sc3c(c2c1=O)CCN(C)C3
?	O=C(NCC#CCSc1nnc(-c2cccc3ccccc23)o1)c1cccs1
-5.1%	CC1(C)Cc2nc3sc4c(N5CCCC5)nnnc4c3cc2CO1
-4.8%	N=c1c(S(=O)(=O)c2ccc(Cl)cc2)cc2c(=O)n3ccccc3nc2n1CCc1ccccc1
-1.2%	CC(=O)[C@@H]1[C@@H]2C(=O)N(c3ccc(F)c(Cl)c3)C(=O)[C@@H]2C2c3ccccc3C=CN21 (stereo partly specified)
?	c1ccc(COc2ccc(-c3sc(Nc4ccccc4)n[n+]3-c3ccccc3)cc2)cc1
-5.8%	COCCCn1c(-c2ccc(OC)cc2)nc2nc3ccccc3nc21
0.3%	Cn1c(=O)c2c(SCC(=O)N3CCOCC3)nc(C3CCCCC3)nc2n(C)c1=O

# Compound activity (PubChem BioAssay)

# Only part of the results is shown (hit frequency here may not be typical).
